RXFP1 antag – antagonists of human relaxin receptor RXFP1; activity change, negative = inhibition, % at 57.5 µM; Q9HBX9; 350,000 tested, 0.59% active; HEK293-RXFP1, relaxin-stimulated cAMP HTRF, 30 min; stronger effect = lower value;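 active = activity change of -60% or lower, but not beyond a set lower limit; inconclusive = change between -60% and -40%, or beyond the set limit; inactive = change above -40%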; note: % is set by controls: 0 for no effect and ±100 for the full control effect
Target sequence (Q9HBX9 whole entry, looked up): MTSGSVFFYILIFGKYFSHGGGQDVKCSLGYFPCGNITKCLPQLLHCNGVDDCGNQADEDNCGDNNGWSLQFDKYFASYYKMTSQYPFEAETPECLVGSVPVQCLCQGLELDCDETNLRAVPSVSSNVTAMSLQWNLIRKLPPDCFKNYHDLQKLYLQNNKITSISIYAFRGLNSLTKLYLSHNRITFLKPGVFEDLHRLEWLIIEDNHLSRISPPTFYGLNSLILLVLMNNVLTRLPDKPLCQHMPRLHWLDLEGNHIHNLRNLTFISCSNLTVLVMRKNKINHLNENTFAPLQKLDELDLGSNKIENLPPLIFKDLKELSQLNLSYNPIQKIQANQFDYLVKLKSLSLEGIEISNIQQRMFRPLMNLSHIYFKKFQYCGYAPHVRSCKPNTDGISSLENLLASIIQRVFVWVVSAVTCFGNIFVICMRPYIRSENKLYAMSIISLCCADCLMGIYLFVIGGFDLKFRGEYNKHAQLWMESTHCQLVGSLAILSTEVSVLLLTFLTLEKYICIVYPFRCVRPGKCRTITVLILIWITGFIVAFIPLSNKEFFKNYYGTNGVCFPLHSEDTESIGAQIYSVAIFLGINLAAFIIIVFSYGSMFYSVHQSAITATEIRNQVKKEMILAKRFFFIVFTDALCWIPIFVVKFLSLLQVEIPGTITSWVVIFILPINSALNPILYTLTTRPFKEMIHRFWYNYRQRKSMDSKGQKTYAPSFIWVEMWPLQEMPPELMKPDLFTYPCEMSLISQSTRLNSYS
RXFP1 ag – activates the human relaxin receptor RXFP1 | Q9HBX9 | HEK293T-RXFP1 cAMP TR-FRET, 30 min; response scale: percent of porcine relaxin response, buffer zero | Potency, µM (series often up to 57.5 µM), for inactives: top-dose activation, hits mostly activators | 370,000 tested, 0.3% active; note: potency is the fitted concentration of half-maximal effect; % is set by controls: 0 for no effect and ±100 for the full control effect; nearly all actives have a fitted effect of over 60% in size; many of its hits are not listed in these tables
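cAMP rise read by TR-FRET after 30 min, 37C compound exposure (up to 58 uM) in RXFP1-transfected HEK293 cells with Ro 20174 present. EC50 from Hill-equation fits, with 29 nM porcine relaxin as 100% and buffer as basal.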
D1 ag – human D1 receptor agonism | HEK293 T-REx D1 cells, calcium flux, agonist mode | AID 504660 | P21728 | activation, % at 2 µM | 360,000 tested, 1% active; in the data active = activation above about 30%; note: 0% is about no effect
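Inducible HEK293 T-REx D1 cells, force-coupled to calcium signalling, were plated at 4000 cells/well with tetracycline and held overnight at 30 C. After no-wash calcium dye loading, compound-evoked calcium rise over 180 s flagged agonists.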
TRHR enhancer – TRH receptor (human) allosteric enhancement; P34981; TRHR cells, fluo-8 calcium fluorescence, EC20 TRH enhancement; enhancement, % at 2 µM; 360,000 tested, 0.66% active; AID 493056; in the data active = enhancement above about 30%; note: 0% is about no effect
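Enhancer read-out: after compound pinning and an initial kinetic agonist-mode read, an EC20 of TRH (10 nM final) was injected and fluo-8 calcium signal (Ex 480/Em 530) followed at 1 s/cycle for 100 cycles in TRHR-expressing cells.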
Apoferritin bind – binds horse apoferritin like a general anesthetic | P02791 | apoferritin/1-aminoanthracene competitive binding, fluorescence | Potency, µM (top dose mostly 77.5 µM), for the others: at the top dose activity change, negative = displacement, hits mostly inhibitors | 350,000 tested, 0.074% active; note: potency is the fitted concentration of half-maximal effect; % is set by controls: 0 for no effect and ±100 for the full control effect; nearly all actives have a fitted effect of over 20% in size
Target sequence (P02791 2-175 limits assumed): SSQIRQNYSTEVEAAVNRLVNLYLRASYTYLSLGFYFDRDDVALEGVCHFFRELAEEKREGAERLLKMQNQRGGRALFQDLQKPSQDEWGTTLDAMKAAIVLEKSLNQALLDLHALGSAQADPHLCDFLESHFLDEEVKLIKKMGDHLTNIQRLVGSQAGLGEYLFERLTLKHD
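Horse-spleen apoferritin (10 uM) was mixed with 50% saturated 1-aminoanthracene in PBS, exposed to compounds for 10 min at room temperature, and read for fluorescence (ex 380 nm, em 535 nm). Competitive displacement was fitted with a four-parameter Hill equation.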
D1 PAM – potentiators of human D1 dopamine receptor; P21728; HEK293 TREx D1 cells, calcium flux, dopamine EC20 potentiation; potentiation, % at 10 µM; 360,000 tested, 0.036% active; AID 504651; in the data active = potentiation above about 30%; note: 0% is about no effect
TRHR agonist – agonists of human TRH receptor | P34981 | TRHR cells, calcium flux fluo-8, FDSS agonist mode | activation, % at 2 µM | 360,000 tested, 0.18% active; in the data active = activation above about 30%; note: 0% is about no effect
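Read-out: compound-evoked intracellular calcium rise in TRHR cells, fluo-8 dye, kinetic FDSS fluorescence at 1 s/cycle following a 10-cycle baseline. Cells cultured overnight before dye loading (30 min–1.5 h, RT).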
D2 potentiator – positive allosteric modulators of human D2 dopamine receptor. potentiation, % at 10 µM. HEK293 T-REx D2, calcium flux, EC20 dopamine potentiation. AID 485347. 340,000 tested, 0.34% active. P14416;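 active = potentiation over 3 SD above the plate norm, cut at about 30% in these data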; note: 0% is about no effect
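Using a no-wash calcium dye in inducible, force-coupled HEK293 Trex cells expressing D2, we tracked fluorescence each second for 180 s after compound, then for 180 s after EC20 dopamine to detect augmented signalling.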
D1 antagonist – antagonists of human D1 dopamine receptor | HEK293 TREx D1 cells, calcium flux, dopamine EC80; stronger effect = lower value | activity change, negative = inhibition, % at 10 µM | 360,000 tested, 3.2% active | AID 504652 | P21728; in the data active = activity change below about -30%; note: % is set by controls: 0 for no effect and ±100 for the full control effect
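HEK293 T-REx cells expressing inducible, force-coupled D1 receptor; no-wash Ca dye, 30–90 min RT. Cmpd → 180 s read at 1 Hz → EC80 DA → 180 s read.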
Numbers without * were called inactive; ? = inconclusive; / = no result given; [ ] = another dose, or the depositor's remark. Unless noted, calls come from the whole dose curve; as a rule, active = well fitted curve in the direction sought with a large enough effect; inconclusive = small, poorly fitted or top-dose-only effect, or another doubt; inactive = no such curve, though single readings can be large; an effect the other way counts as inactive or inconclusive. Not all compounds are listed. The share of hits here may be higher or lower than overall.

SMILES	RXFP1 antag	RXFP1 ag	D1 ag	TRHR enhancer	Apoferritin bind	D1 PAM	TRHR agonist	D2 potentiator	D1 antagonist
COc1cc(OC)cc(C(=O)N2CCCC(c3nc(-c4ccc(C)o4)no3)C2)c1 (centres undefined)	8.5	-1.6%	0.7	-1.9	-4.7%	-9.8	-0.7	/	8.7
CCOc1ccc(NC(=O)c2oc3ccccc3c2NC(=O)c2ccc(OC)cc2OC)cc1	/	2.7%	4.1	-5.2	-6.9%	2.9	0.4	0.5	13.0
COc1ccc(-n2nc(C(=O)NCC(=O)N3CCN(c4ccccn4)CC3)c3ccccc3c2=O)cc1Cl	-10.3	23.7%	0.0	-1.4	-10.7%	-1.4	-1.0	3.8	-11.7
O=C(CN(CCc1ccccc1)C(=O)CN1C(=O)COc2ccccc21)NCc1ccco1	-5.0	2.1%	-1.6	0.7	-0.9%	1.3	0.7	-24.1	24.8
COc1ccccc1CNC(=O)c1ccc2c(c1)CCN2S(=O)(=O)c1ccccc1	-7.5	0.1%	6.7	-2.3	45.9%[activator]	0.2	1.1	-7.7	8.3
CCNC(=S)Nc1cccc(S(=O)(=O)NC2=NCCC2)c1	-6.8	0.5%	2.6	-0.6	-3.5%	-2.1	0.0	4.4	3.2
CCOC(=O)CC1C(=O)NCCN1c1nc2c(C)cccn2c(=O)c1/C=C1\SC(=S)N(CC(C)C)C1=O (centres undefined)	/	6.3%	111.1*	-0.3	-4.8%	-4.8	23.7	-1.9	-14.7
Cc1cccc(NC(=O)Nc2nnc(-c3ccccc3)o2)c1	1.3	0.3%	1.4	-1.6	0.3%	-5.8	0.0	-1.1	7.1
O=C(C[n+]1cc(-c2ccccc2)n2c1CCCCC2)c1ccc(Br)cc1	-18.0	0.6%	3.7	-6.2	-20.9%	-5.5	0.4	-15.4	2.0
COc1ccccc1C1CC(=O)Nc2cc3c(cc21)OCCO3 (centres undefined)	9.1	1.6%	-1.2	2.5	-8.8%	-3.7	-0.5	-9.4	19.4
COc1ccc(-c2nn(-c3ccccc3)cc2CO)cc1OC	-6.0	1.7%	0.5	5.4	-8.7%	2.0	0.2	10.8	3.1
O=C(COC(=O)c1cc([N+](=O)[O-])ccc1N1CCOCC1)NC1CCS(=O)(=O)C1 (centres undefined)	0.6	0.1%	1.0	-5.9	/	-0.8	0.6	-0.6	-0.8
Cc1cccc(C)c1OC(=O)CSc1nnc(-c2ccccc2O)o1	2.6	0.8%	11.1	-2.5	-17.9%	-5.2	-0.8	/	3.3
COc1ccccc1NS(=O)(=O)c1ccc(Cl)c(NC(=O)CN2C(=O)c3ccccc3C2=O)c1	18.8	0.1%	7.3	7.2	-7.0%	-0.2	0.3	-0.5	-27.2
O=C(CN(C(=O)CNS(=O)(=O)c1ccccc1)C1CCCC1)NCc1ccco1	2.2	2.4%	2.5	-3.7	-9.9%	2.1	-0.2	15.6	2.9
O=C(CCl)N(c1ccccc1)c1c[nH]c2ccccc12	7.4	-1.9%	2.8	2.4	-9.2%	3.8	-0.3	-4.2	5.6
COc1ccc(NC(=O)c2c(C)oc3ccc(O)c(CN4CCCC(C)C4)c23)cc1 (centres undefined)	-0.5	0.9%	0.0	-14.1	-0.5%	0.3	-0.5	-7.9	-5.8
CCOC(=O)CCC(=O)N1CCOCCOCCOCC1	-1.5	-0.1%	5.2	9.1	-0.8%	-1.2	0.1	3.4	1.2
Cc1nc2c(-c3ccc(F)cc3)cnn2c(N)c1-c1ccc(F)cc1	-31.6	0.5%	0.5	0.2	-1.2%	-10.9	3.7	-0.5	-11.7
O=C(Nc1nnc(SCC(=O)N2CCCc3ccccc32)s1)c1ccccc1	-11.6	1.0%	-0.7	3.5	-20.0%	-8.5	0.6	-12.0	-14.3
COc1ccccc1CNC(=O)c1ccc(CS(=O)(=O)c2ccccc2OC)o1	-10.0	-0.1%	3.0	-1.2	-14.1%	-6.8	0.1	1.8	-88.9*
Cc1nn(C(C)C(=O)NCc2ccccc2F)c(=O)c2nn(-c3ccccc3)c(C)c12 (centres undefined)	-3.5	5.1%	1.2	-3.0	4.8%	-6.8	-0.7	8.8	-6.2
COc1cc(/C=C2\SC(=S)N(CCC(=O)Nc3ccccn3)C2=O)cc(OC)c1OC	-12.1	4.3%	1.1	4.9	-15.3%	-7.0	0.1	5.3	-14.8
Cc1ccc(/C=C(\C#N)C(=O)Nc2cccc3ncccc23)o1	-18.6	-0.3%	0.4	9.5	42.2%[activator]	8.2	0.2	-22.5	23.2
CCc1ccc(OCC(=O)Nc2cc(-c3ccc(C)cc3)no2)cc1	-10.1	-0.1%	3.2	6.9	-9.0%	1.9	0.1	-0.8	-24.2
Remaining list, next part
SMILES	RXFP1 antag	RXFP1 ag	D1 ag	TRHR enhancer	Apoferritin bind	D1 PAM	TRHR agonist	D2 potentiator	D1 antagonist
Cc1cccc(OCCNS(=O)(=O)c2ccc(Cl)cc2)c1	-13.0	-0.2%	3.6	50.9*	/	7.3	1.1	12.2	-8.3
COC(=O)N/N=C/c1cn(Cc2ccc(Cl)cc2Cl)c2ccccc12	/	-0.4%	2.1	6.1	-18.9%	1.6	1.1	7.2	2.4
COc1cc2c(cc1OC)C(C)N(C(=S)NC(=O)c1ccccc1)CC2 (centres undefined)	-10.5	-0.7%	7.1	-0.4	-13.6%	1.9	-0.7	0.3	-18.1
O=C(CSc1nccn1-c1ccc(Cl)cc1)NCc1ccc2c(c1)OCO2	/	0.4%	0.8	4.8	-17.6%	-4.4	-0.4	-0.4	-7.2
COc1ccc2c(c1)S/C(=C\C(=O)c1ccncc1)N2C	-21.4	0.3%	5.3	21.4	31.7%[activator]	-2.5	-0.5	-1.1	1.5
NC(=O)[C@@H]1CCCN1C(=O)c1cc(COc2ccc(F)cc2F)on1	-11.5	-1.8%	-0.1	0.4	-11.8%	0.1	-0.7	15.4	-2.4
Cc1cc(C)nc(N2CCCC(C(=O)NCc3ccc4c(c3)OCO4)C2)n1 (centres undefined)	-3.1	-0.2%	1.7	5.5	-1.1%	-1.4	-1.6	1.0	6.5
COc1ccc(-n2nnc(-c3nsc(NC(=O)c4ccc(C)c(C)c4)n3)c2C)cc1Cl	/	?	0.7	-1.2	-4.6%	1.2	0.6	10.3	2.4
CCOC(=O)c1c(C)sc2c1N(C(=O)CN(CC)CC)c1cc(Cl)ccc1S2	-29.9	-0.2%	6.3	-0.7	?	10.9	0.6	6.4	1.0
Cc1nc([N+](=O)[O-])c(NCCCO)n1Cc1ccccc1	-21.8	1.5%	0.9	0.4	1.3%	-8.3	0.5	5.2	29.4
COc1cccc(N2CCN(C(=O)C3CCN(S(=O)(=O)c4cccs4)CC3)CC2)c1	12.4	-1.1%	1.6	-6.5	-11.1%	-3.5	-0.5	-4.9	-13.1
C=CCn1c(SCC(=O)NCc2ccccc2)nnc1-c1ccccc1O	-8.3	2.1%	2.5	-2.0	-5.4%	6.3	-0.9	-7.0	5.3
Cc1ccccc1NC(=O)Cc1nc(COC(=O)c2cccc(O)c2)cs1	-4.7	-0.2%	1.7	-0.7	/	-7.1	0.1	11.2	13.2
O=C(Nc1ccc(F)cc1)N1CCN(CCc2ccccc2)CC1	-0.3	-0.3%	0.9	2.0	-6.2%	-4.4	0.0	7.1	/
CN(C)/C=N/c1nc2nccc(-c3cccs3)n2n1	-18.0	?	1.5	4.0	510.6%[activator]	-1.4	0.2	-3.9	-4.3
O=C(Nc1ccc(F)c(Cl)c1)C1CCCN(C2=NS(=O)(=O)c3ccccc32)C1 (centres undefined)	10.1	0.2%	2.8	-2.8	/	-3.9	0.2	/	-13.4
CS(=O)(=O)N1CCN(c2ccc(NC(=O)C(c3ccccc3)c3ccccc3)cc2)CC1	0.7	-1.0%	-0.7	2.0	46.3%[activator]	-6.2	0.3	16.0	-11.3
O=[N+]([O-])c1ccc([C@H](O)[C@H](CO)N=Cc2ccccc2O)cc1	?	-2.1%	1.4	5.0	-6.6%	-2.1	0.9	6.6	5.2
CC(=O)Nc1ccc(NCc2ccc(C)s2)cc1	-0.8	1.0%	5.6	-5.3	?	2.0	-1.5	1.8	-29.9

Among those listed so far, seven have a furan ring, fused or not:
SMILES	RXFP1 antag	RXFP1 ag	D1 ag	TRHR enhancer	Apoferritin bind	D1 PAM	TRHR agonist	D2 potentiator	D1 antagonist
COc1cc(OC)cc(C(=O)N2CCCC(c3nc(-c4ccc(C)o4)no3)C2)c1 (centres undefined)	8.5	-1.6%	0.7	-1.9	-4.7%	-9.8	-0.7	/	8.7
CCOc1ccc(NC(=O)c2oc3ccccc3c2NC(=O)c2ccc(OC)cc2OC)cc1	/	2.7%	4.1	-5.2	-6.9%	2.9	0.4	0.5	13.0
O=C(CN(CCc1ccccc1)C(=O)CN1C(=O)COc2ccccc21)NCc1ccco1	-5.0	2.1%	-1.6	0.7	-0.9%	1.3	0.7	-24.1	24.8
O=C(CN(C(=O)CNS(=O)(=O)c1ccccc1)C1CCCC1)NCc1ccco1	2.2	2.4%	2.5	-3.7	-9.9%	2.1	-0.2	15.6	2.9
COc1ccc(NC(=O)c2c(C)oc3ccc(O)c(CN4CCCC(C)C4)c23)cc1 (centres undefined)	-0.5	0.9%	0.0	-14.1	-0.5%	0.3	-0.5	-7.9	-5.8
COc1ccccc1CNC(=O)c1ccc(CS(=O)(=O)c2ccccc2OC)o1	-10.0	-0.1%	3.0	-1.2	-14.1%	-6.8	0.1	1.8	-88.9*
Cc1ccc(/C=C(\C#N)C(=O)Nc2cccc3ncccc23)o1	-18.6	-0.3%	0.4	9.5	42.2%[activator]	8.2	0.2	-22.5	23.2
